PMI activator: increases human mannose-6-phosphate isomerase activity; activation factor at 20 µM; 190,000 tested, 0.005% active; purified human PMI, coupled resazurin fluorescence, 20 min; active compounds read high; 1 = vehicle control, 0 substrate-free wells;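 active = activation factor of 2 or more at 20 µM, relative to plate controls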
Target sequence (P34949 whole entry, looked up): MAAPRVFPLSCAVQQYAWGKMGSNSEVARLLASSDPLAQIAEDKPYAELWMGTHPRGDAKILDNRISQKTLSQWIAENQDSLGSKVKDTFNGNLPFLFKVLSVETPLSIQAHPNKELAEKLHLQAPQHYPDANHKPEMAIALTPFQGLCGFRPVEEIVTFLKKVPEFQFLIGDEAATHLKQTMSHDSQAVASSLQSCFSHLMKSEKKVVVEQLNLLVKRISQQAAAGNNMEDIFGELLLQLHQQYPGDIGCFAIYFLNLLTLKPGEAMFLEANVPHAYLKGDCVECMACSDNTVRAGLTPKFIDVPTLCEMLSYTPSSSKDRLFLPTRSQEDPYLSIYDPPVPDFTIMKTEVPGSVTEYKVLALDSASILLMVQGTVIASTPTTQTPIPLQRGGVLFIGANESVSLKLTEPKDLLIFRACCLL
TNAP inh noacc: TNAP (human) inhibition, acceptor-free conditions; P05186; purified TNAP, CDP-star luminescence, 30 min; inhibition, % at 20 µM; 200,000 tested, 0.26% active; AID 1012;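 active = tissue-nonspecific alkaline phosphatase inhibition above about 50% at 20 µM in the single-dose screen, limit read from the data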;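 note: 0% = DMSO negative control and 100% = EDTA positive control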
Target sequence (P05186 whole entry, looked up): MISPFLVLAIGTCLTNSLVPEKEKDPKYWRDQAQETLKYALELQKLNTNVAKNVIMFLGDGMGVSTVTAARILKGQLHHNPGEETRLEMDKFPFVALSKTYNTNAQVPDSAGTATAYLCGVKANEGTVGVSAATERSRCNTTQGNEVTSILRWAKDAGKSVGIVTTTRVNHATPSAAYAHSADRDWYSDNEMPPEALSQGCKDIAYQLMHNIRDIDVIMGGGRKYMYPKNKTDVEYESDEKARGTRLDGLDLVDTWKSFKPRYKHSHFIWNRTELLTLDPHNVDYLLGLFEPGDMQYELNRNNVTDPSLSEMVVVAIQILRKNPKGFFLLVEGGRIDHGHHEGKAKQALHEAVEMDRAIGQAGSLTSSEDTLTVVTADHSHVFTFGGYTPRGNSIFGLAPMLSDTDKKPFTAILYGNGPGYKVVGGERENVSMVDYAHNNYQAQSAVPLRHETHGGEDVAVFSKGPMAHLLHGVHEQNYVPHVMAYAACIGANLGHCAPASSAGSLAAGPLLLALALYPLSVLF
PMI act hi M6P: activators of human phosphomannose isomerase at near-saturating mannose 6-phosphate. activation factor at 20 µM. AID 1216. coupled PMI enzyme assay, resazurin fluorescence, 20 min; active compounds read high; 1 = untreated enzyme, 0 = substrate-free blank. 190,000 tested, 0.34% active. P34949;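 active = activation factor of 2 or more at 20 µM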
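Test system – human PMI in coupled enzyme assay · Timing – 20 min incubation at room temperature · Detection – Diaphorase-driven resazurin-to-resorufin fluorescence, excitation 544, emission 590 nm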
Diaph inh CS: counter-screen for diaphorase-based assays: diaphorase inhibitors and chemical oxidizers | diaphorase resazurin-to-resorufin fluorescence, NADH, 16 min; bacterial (C. kluyveri) enzyme, not human | inhibition, % at 20 µM | 190,000 tested, 0.69% active | AID 1217;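 active = primary screen inhibition at 20 µM above a set limit, cut at about 50% in these data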;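 note: plate controls were DMSO with full reaction for no effect and wells lacking NADH for full effect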
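Test system: bacterial diaphorase enzyme (C. kluyveri); Quantity: 0.14 U/mL diaphorase, enzyme working solution; Times: reaction incubation of 16 min at room temperature; Measured by: fluorescence of resorufin formed from resazurin, Ex 544/Em 590 nm; Benchmarks: positive control minus NADH, DMSO neutral control.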
Lmaj promast: inhibitors of Leishmania major promastigote growth; Leishmania major promastigotes, resazurin fluorescence viability; inhibition, % at 10 µM; 200,000 tested, 9% active; AID 1063; in the data active = inhibition above about 50%;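 note: promastigotes grown with compound for 44 hours at 28 °C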
TNAP inh hiacc: inhibitors of human TNAP at high phosphate acceptor concentration. P05186. AID 1135. purified TNAP, CDP-star luminescence, 1 M DEA. inhibition, % at 20 µM. 200,000 tested, 0.03% active;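 active = over 50% inhibition of tissue-nonspecific alkaline phosphatase at 20 µM in the single-dose screen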;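 note: plate controls were DMSO wells for no effect and EDTA-quenched wells as full inhibition for full effect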
TNAP act hiacc: activators of human TNAP at high phosphate acceptor concentration; AID 1136; P05186; activation factor at 20 µM; purified TNAP, CDP-star luminescence, 1 M DEA, 30 min; active compounds read high; 0 = EDTA background, 1 = DMSO-only activity; 200,000 tested, under 10 active;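 active = activation factor at least 2 at 20 µM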
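system = human TNAP | amount = enzyme diluted 1/800 final | reagent = 100 µM CDP-star substrate | signal = luminescent substrate turnover signal | dosing = one dose, 20 µM | benchmarks = EDTA negative control, DMSO positive control | measure = activation factor | timing = 30 min reaction, room temperature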
Diaphorase act: activates diaphorase or chemically reduces, flagging diaphorase assay artifacts; Diaphorase/resazurin coupled assay, resorufin fluorescence, 16 min; active compounds read high; 1 = vehicle wells, 0 = NADH-free wells; activation factor at 20 µM; 190,000 tested, 0.005% active; AID 1229;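 active = diaphorase activity raised at least twofold by the compound at 20 µM; inactive = activation factor below 2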
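Material: Clostridium kluyveri diaphorase, purified enzyme; Quantity: enzyme 0.07 U/mL final; Medium: HEPES pH 7.4 buffer with MgCl2 and Tween 20; Dosing: single compound dose of 20 µM, 1% DMSO final; Schedule: 16 min reaction at room temperature; Measured by: red resorufin fluorescence at 544/590 nm excitation/emission.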
bIAP act: increases bovine intestinal alkaline phosphatase activity. 200,000 tested, 0.17% active. activation factor at 20 µM. purified bovine IAP, CDP-star luminescence, 30 min; active compounds read high; fold of DMSO-control signal, blank-subtracted. AID 1016;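 active = activation factor of 2 or more at 20 µM, a signal rise over negative controls twice the positive control's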
bIAP inh: blocks bovine intestinal alkaline phosphatase activity | purified bovine IAP, CDP-star luminescence, 30 min | inhibition, % at 20 µM | 190,000 tested, under 10 active | AID 1019;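 active = over 50% inhibition of intestinal alkaline phosphatase at 20 µM in the single-dose screen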
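test system = bovine IAP enzyme | medium = DEA buffer 100 mM, pH 9.8, with MgCl2 1.0 mM, ZnCl2 0.02 mM | detection = luminescence | dosing = single compound dose of 20 µM, 2% DMSO final | incubation = 30 min reaction at room temperature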
Numbers without * were called inactive.

Preview (3 entries):
structure,PMI activator,TNAP inh noacc,PMI act hi M6P,Diaph inh CS,Lmaj promast,TNAP inh hiacc,TNAP act hiacc,Diaphorase act,bIAP act,bIAP inh
COc1ccc(C2N(Cc3ccccc3)CCN2Cc2ccccc2)cc1[N+](=O)[O-],0.8,-1,0.8,7,3,-2,1,0.9,1,-4
COC(=O)c1sccc1NC(=O)CSc1ccccc1NS(=O)(=O)c1ccc(F)cc1,0.9,-16,0.8,31,6,-4,1,0.7,0.9,13
Cc1ccc(NC=C(S(=O)(=O)c2ccccc2)S(=O)(=O)c2ccccc2)c(C)c1,0.9,-9,1,18,-2,-2,1,0.8,0.9,10

The listing, from the first entry:
structure,PMI activator,TNAP inh noacc,PMI act hi M6P,Diaph inh CS,Lmaj promast,TNAP inh hiacc,TNAP act hiacc,Diaphorase act,bIAP act,bIAP inh
COc1ccc(C2N(Cc3ccccc3)CCN2Cc2ccccc2)cc1[N+](=O)[O-],0.8,-1,0.8,7,3,-2,1,0.9,1,-4
COC(=O)c1sccc1NC(=O)CSc1ccccc1NS(=O)(=O)c1ccc(F)cc1,0.9,-16,0.8,31,6,-4,1,0.7,0.9,13
Cc1ccc(NC=C(S(=O)(=O)c2ccccc2)S(=O)(=O)c2ccccc2)c(C)c1,0.9,-9,1,18,-2,-2,1,0.8,0.9,10
CCN1CCN(c2cc(=O)n(C3CCCCC3)c(=O)[nH]2)CC1,0.9,-17,0.9,15,-6,-9,1.1,0.8,0.9,7
Cc1ccc(CNC(=O)C(NS(=O)(=O)c2ccc3nc(C)sc3c2)C(C)C)cc1 (centres undefined),1,-16,1,11,-2,-8,1.1,0.9,0.9,11
Cc1nn(-c2cc(N3CCOCC3)ccc2N)c(=O)c2ccccc12,0.9,-9,1,-1,4,-1,1,1,0.9,8
CO/N=C(/CS(=O)(=O)c1ccc(Br)cc1)c1ccc(OC)cc1,1,-11,1,16,46,-2,1,0.8,0.8,18
COC(CNC(=O)c1ccc2nc(-c3ccccc3)c(-c3ccccc3)nc2c1)OC,1.4,-3,1.2,2,4,1,1,1,1.1,-11
CCOC(=O)c1c(CN2CCN(Cc3ccccc3)CC2)n(C)c2cc(Br)c(OC)cc12,1,-10,1,8,40,-2,1,0.9,1,3
Cc1cccc2cc(C#N)c(NCCCn3ccnc3)nc12,1.1,2,1,-10,42,-13,1.1,1.1,1.1,-6
Cn1c(=O)c2c(ncn2CC(=O)N/N=C/C=C/c2ccccc2)n(C)c1=O,1,13,1,6,-6,-2,1,0.9,1.7,-66
O=[N+]([O-])c1cc(/C=N\Nc2nc(-c3ccccc3)cs2)ccc1O,1.3,15,1.3,-6,7,16,0.8,1.1,1,-2
COCCN1Cc2cccc(C(=O)NCc3ccccn3)c2C1=O,1,-13,1,15,-2,-4,1,0.8,1,0
O=[N+]([O-])c1ccc2oc(C3CCCCC3)nc2c1,0.9,-11,1,20,-5,-6,1.1,0.8,1,0
Cc1cc(NC(=O)Cn2nnc(-c3ccccc3N)n2)no1,0.9,-16,1,1,8,2,1,1,1,4
O=C(c1ccco1)N1CCN=C1SCc1cccnc1,0.9,-15,0.9,15,3,-6,1.1,0.9,0.9,6
O=C1CC(NCCN2CCOCC2)C(=O)N1Cc1ccc(N2CCCC2=O)cc1 (centres undefined),1,-11,1.1,9,-5,-4,1,0.9,1,-5
CCn1c(CCCNC(=O)c2cccs2)nc2ccccc21,1,-8,0.9,12,-1,-5,1.1,0.9,0.9,13
COc1ccc(NC(=O)c2ccc(COc3ccccc3OC)o2)cc1OC,1,-4,1,0,-1,3,1,1,1,-4
CCn1c(O)c(C2=NCCCC2)c2ccccc21,0.9,-15,0.9,24,-1,-9,1.1,0.8,1,4
COCCNC(=O)CSc1nnc(CCCN2C(=O)c3cccc4cccc(c34)C2=O)n1-c1ccccc1,0.9,-5,1,41,-6,1,1,0.6,0.8,16
COc1cc(CN(C)C(C)C(=O)Nc2ccc([N+](=O)[O-])cc2Cl)ccc1OC(F)F (centres undefined),0.8,-2,0.9,19,0,4,1,0.8,0.9,6
CN(C)C(=O)c1cnc(Sc2ncc(C(F)(F)F)cc2Cl)n1C,1,-11,1.1,1,0,-5,1,1,1,2
CCN(CC)c1ccc(NS(=O)(=O)c2ccc(OC)cc2)cc1,0.8,0,0.5,30,-2,1,1,0.7,1,2
CCN(CC)C(=O)CSC1=Nc2ccccc2C2=NC(Cc3c[nH]c4ccccc34)C(=O)N12 (centres undefined),0.9,2,1,22,27,-2,1,0.8,1.1,-7
CCN(CC)S(=O)(=O)c1ccc2oc(C(=O)Nc3ccc(OC)cc3OC)c(C)c2c1,1,-10,0.9,30,5,-4,1,0.7,1.1,-14
Nn1cnnc1N/N=C/c1ccc(Cl)c([N+](=O)[O-])c1,0.9,-4,0.4,-16,54*,0,1,1.2,0.9,6
COc1cccc(C(=O)c2cc3ccc(O)cc3oc2=O)c1,1,1,0.9,12,-2,8,0.9,0.9,0.8,19
O=S(=O)(c1cccs1)N1CCN(c2ccccn2)CC1,0.9,-2,0.9,18,-4,4,1,0.8,0.8,18
COc1ccc(C2=NNC(c3cccs3)=Nc3ccc(OC)cc32)cc1,0.9,-4,0.9,23,10,1,1,0.8,1,2

2 entries from above, as labelled records:
Nn1cnnc1N/N=C/c1ccc(Cl)c([N+](=O)[O-])c1
  PMI activator: 0.9
  TNAP inh noacc: -4
  PMI act hi M6P: 0.4
  Diaph inh CS: -16
  Lmaj promast: 54*
  TNAP inh hiacc: 0
  TNAP act hiacc: 1
  Diaphorase act: 1.2
  bIAP act: 0.9
  bIAP inh: 6
COc1cccc(C(=O)c2cc3ccc(O)cc3oc2=O)c1
  PMI activator: 1
  TNAP inh noacc: 1
  PMI act hi M6P: 0.9
  Diaph inh CS: 12
  Lmaj promast: -2
  TNAP inh hiacc: 8
  TNAP act hiacc: 0.9
  Diaphorase act: 0.9
  bIAP act: 0.8
  bIAP inh: 19

Following part:
structure,PMI activator,TNAP inh noacc,PMI act hi M6P,Diaph inh CS,Lmaj promast,TNAP inh hiacc,TNAP act hiacc,Diaphorase act,bIAP act,bIAP inh
NC(=S)N/N=C/c1ccc(-c2cc(Cl)c(Cl)cc2Cl)o1,1.6,1,2*,-4,78*,-4,1,1,0.7,32
Cc1ccc(O)c(C2=NOC(O)(C(F)(F)F)C2)c1 (centres undefined),0.9,-7,0.9,6,-5,-5,1,0.9,1,3
Cc1cccc(-n2nc3c(c2NC(=O)c2ccco2)CS(=O)(=O)C3)c1C,1.1,-16,1,-4,-7,-5,1,1,1.2,-16
Cc1nonc1C(=O)N/N=C/c1ccc([N+](=O)[O-])o1,1.3,11,0.8,28,94*,7,0.9,0.7,1.3,-28
Cc1cc(C(=O)N/N=C/c2cccc([N+](=O)[O-])c2)c(C)o1,1.1,-8,1.1,-6,-1,-3,1,1.1,1,5
Cc1nc(NC(=O)c2ccc3c(c2)OCO3)ccc1Br,1,-7,1,0,7,-8,1.1,1,1.1,-12
CC1=NC(C)Cc2ccccc21 (centres undefined),1,-14,1,16,-2,-5,1.1,0.8,1,0
c1csc(-c2noc(COc3ccc4c(c3)CCCC4)n2)c1,0.9,0,1,7,-7,8,0.9,0.9,0.6,41
Cc1nn(CC(=O)Nc2nc3ccccc3s2)c(C)c1[N+](=O)[O-],1.1,-1,1,12,50*,-5,1,0.9,0.9,9
CN(C)S(=O)(=O)c1cccc(NC(=O)COC(=O)c2cc(-c3cccc(Br)c3)nc3ccccc23)c1,0.9,0,0.9,16,-4,3,1,0.8,1,1
Cc1cc(/C=C2/NC(=O)N(c3ccccc3)C2=O)c(C)n1C(C)C,1,-6,0.9,12,-4,-6,1.1,0.9,0.9,8
COC(=O)CSC1=C(C#N)C(c2ccccc2)CC(=O)N1 (centres undefined),0.9,-8,0.9,7,-4,-4,1,0.9,0.9,9
CCCC(=O)n1nc(-c2cccnc2)nc1N,1,2,1.1,0,0,-5,1,1,1,3
CCOC(=O)Cn1nc(-c2ccccc2)nc1-c1ccccc1,1,3,1,12,2,-4,1,0.9,1,2
Nc1c(N=Nc2ccccc2F)c(=O)[nH]n1-c1ccccc1,1,2,1,10,-4,7,0.9,0.9,1,4
CCc1nnc(NC(=O)CSc2nnc(-c3ccc(O)cc3)n2C)s1,0.9,-4,0.9,9,3,-4,1,0.9,1,-2
Fc1ccc(C2CC(c3ccco3)=Nc3ccccc3S2)cc1 (centres undefined),0.9,-7,1,2,-5,-3,1,1,1,1
COC(=O)C1=C(NC(=O)COc2ccc(Cl)cc2Cl)CCS1,1.1,6,1.1,6,-3,0,1,0.9,0.8,22
Cc1ccccc1OCCn1cc(/C(N)=N/O)c2ccccc21,1,-20,1,12,10,-6,1.1,0.9,0.8,19
CCOc1ccc(NC(=O)Cn2cncc2-c2ccc([N+](=O)[O-])cc2)cc1,0.9,7,0.8,2,1,5,1,1,0.9,11
c1csc(C2=Nn3c(nnc3-c3ccncc3)SC2)c1,1,-2,1.2,-1,-1,-1,1,1,1,0
CCCC1=C(C(=O)OCC)C(c2ccccc2OCC)NC(=O)N1C (centres undefined),1,-7,0.9,-4,24,-2,1,1,1,-3
C#CCn1c(=O)cc(C)c2ccccc21,0.9,-10,1,4,-3,-4,1,1,0.9,8
Cc1ccc(CNC(=O)C2=NNC(=O)CC2)cc1,1,-12,0.9,20,-1,-3,1,0.8,1,0
Cc1cccc(NC(=O)CCC(=O)OCC(=O)c2ccc(Oc3ccc([N+](=O)[O-])cc3)cc2)c1,1,-40,1,67*,-6,-2,1,0.3,0.9,11
Cc1ccc(-c2nnn(CC(=O)N(c3ccccc3)C(C(=O)NCC3CCCO3)c3ccc(Cl)cc3)n2)cc1 (centres undefined),1,-2,1,-4,14,2,1,1,1,2
CN(C)S(=O)(=O)N(CC(=O)Nc1ccccc1F)c1ccccc1,1.1,-13,1.1,6,-3,-4,1,0.9,0.9,6
CCOC(=O)N1CCC(Nc2c(Nc3ccc(C)c(C)c3)c(=O)c2=O)CC1,0.9,-13,0.9,15,12,-6,1.1,0.9,0.9,8
Cc1ccccc1S(=O)(=O)/N=C(/Nc1c(C)n(C)n(-c2ccccc2)c1=O)c1ccccc1,1.2,-8,1.1,-9,-6,-2,1,1.1,1.1,-7
CC(C)c1c(O)c2c(n(-c3ccccc3)c1=O)CCCC2,1,-15,1,12,21,-2,1,0.9,1.1,-10
Cc1ccc(O)c(NC(=S)NC(=O)/C=C/c2ccco2)c1,1,10,1,2,-4,6,0.9,1,0.8,18
CCOC(=O)c1c(C)[nH]c(C(=O)COC(=O)C(C)N2C(=O)C3CCCCC3C2=O)c1C (centres undefined),0.9,-2,0.9,15,9,0,1,0.8,1.1,-8
Cc1ccsc1/C=N/NC(=O)c1c[nH]c2ccccc12,1,-10,1,12,22,-5,1,0.9,0.9,14

Screens as filed in PubChem BioAssay.
